Screening data (PubChem BioAssay)
Candida biofilm = kills Candida albicans biofilms; C. albicans biofilm + clotrimazole, Alamar Blue; inhibition, % at 6 µM; hit rate 0.14% among 85,000; AID 834;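 active = inhibition above 20%; inactive = inhibition below 20%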;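 also: preformed 24 hr biofilms exposed to compound for 48 hr; 0% = biofilm without compound and 100% = blank killed by clotrimazole plus chlorhexidine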
HUVEC prolif 384 = inhibitors of human endothelial cell proliferation; HUVEC proliferation, CellTiter-Glo luminescence, 72 h; active compounds read low; viability, % at 10 µM (by protocol); hit rate 1.1% among 86,000;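 active = viability at or below 30%; inactive = viability above 30%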;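 also: 100% = median luminescence of DMSO-only cell control wells on each plate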
ERb SRC1 inh = ER-beta (human) coactivator binding inhibition; Q92731; TR-FRET ER-beta LBD / SRC1-Cy5 peptide binding; receptor agonist-loaded with 1 µM estradiol; inhibition, % at 25.6 µM; hit rate 1.3% among 86,000; AID 633;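 active = compounds whose percent inhibition of the receptor-coactivator binding signal exceeds about 50% in the single-dose screen, limit read from the data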;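 also: 0% = receptor plus peptide wells without compound and 100% = peptide-only wells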
Target sequence (Q92731 whole entry, looked up, the tested form may be a part): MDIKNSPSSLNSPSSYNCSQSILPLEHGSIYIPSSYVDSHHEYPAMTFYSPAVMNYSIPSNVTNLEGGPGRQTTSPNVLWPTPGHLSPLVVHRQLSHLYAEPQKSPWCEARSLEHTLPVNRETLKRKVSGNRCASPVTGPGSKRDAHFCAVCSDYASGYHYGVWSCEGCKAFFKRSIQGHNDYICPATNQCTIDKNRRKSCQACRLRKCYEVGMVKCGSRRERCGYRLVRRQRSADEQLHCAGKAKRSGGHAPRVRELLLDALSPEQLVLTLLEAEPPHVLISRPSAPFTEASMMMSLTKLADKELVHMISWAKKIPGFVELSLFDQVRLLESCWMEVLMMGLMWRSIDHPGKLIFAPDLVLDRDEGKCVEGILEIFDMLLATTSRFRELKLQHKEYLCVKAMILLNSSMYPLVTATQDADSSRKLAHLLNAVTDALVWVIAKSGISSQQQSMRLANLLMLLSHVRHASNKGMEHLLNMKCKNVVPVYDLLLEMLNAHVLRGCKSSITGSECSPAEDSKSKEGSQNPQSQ
H69AR inhibit = blocks growth of human H69AR lung tumor cells. H69AR lung tumor viability, ATP luminescence, 72 h; active compounds read low. viability, % at 10 µM. hit rate 6% among 85,000;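 active = viability at or below 40%; inactive = viability above 40%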;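 also: multidrug resistant small cell line overexpressing MRP-1 efflux transporter; 100% = mean luminescence of untreated control wells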
ERa coact inh = ER-alpha (human) coactivator binding inhibition; P03372; TR-FRET ER-alpha LBD / SRC-1 peptide, estradiol-bound; inhibition, % at 25.6 µM; hit rate 1.7% among 86,000; AID 629; in the data active = inhibition above about 50%;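 also: 0% = receptor plus peptide control and 100% = peptide only without receptor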
ERa coact pot = ER-alpha (human) coactivator binding potentiation. TR-FRET ERalpha-LBD/SRC-Cy5 coactivator binding, 2 h; 100 = basal binding, no effect. coactivator binding (% of control), % at 25.6 µM. hit rate 1.3% among 86,000; in the data active = activity above about 200%;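 also: binding measured in presence of low estradiol as agonist stimulus; 0% = peptide alone without receptor and 100% = receptor with peptide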
Fibroblast inh = blocks proliferation of human lung fibroblasts. LL 47 human lung fibroblast viability, ATP luminescence; active compounds read low. viability, % at 10 µM. hit rate 1.1% among 85,000. AID 719;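 active = viability at or below 50% in the single dose screen; inactive = viability above 50%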;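 also: compound exposure lasted 72 h before the ATP readout; 100% = median luminescence of untreated cell-only wells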
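material = human LL 47 lung fibroblast cells | dosing = compounds added from tenfold dosing solution, 0.1% DMSO final | timing = overnight cell rest, 72 h compound treatment at 37 °C | measured by = CellTiter-Glo luminescence measuring cellular ATP | evaluation = % viability versus median cells-only luminescence | control set = cell-only wells, no compound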
sEH act = activators of human soluble epoxide hydrolase; activation, % at 2 µM; P34913; AID 717; hit rate 0.04% among 91,000; purified human sEH enzymatic activity, activator screen; in the data active = activation above about 37%; also: values of inactives mirror those of a sister screen read the other way
Smad3 inh = Smad3 (human) transcription factor binding inhibition. TR-FRET Smad3/Dy647-FoxH1 peptide binding, europium anti-His. AID 630. hit rate 0.29% among 88,000. inhibition, % at 25 µM. P84022;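 active = compounds that reduce the energy-transfer binding signal between the protein and its labelled peptide by more than half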;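 also: 0% = Smad3 plus labelled peptide maximal FRET and 100% = peptide-only background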
Target sequence (P84022 whole entry, looked up): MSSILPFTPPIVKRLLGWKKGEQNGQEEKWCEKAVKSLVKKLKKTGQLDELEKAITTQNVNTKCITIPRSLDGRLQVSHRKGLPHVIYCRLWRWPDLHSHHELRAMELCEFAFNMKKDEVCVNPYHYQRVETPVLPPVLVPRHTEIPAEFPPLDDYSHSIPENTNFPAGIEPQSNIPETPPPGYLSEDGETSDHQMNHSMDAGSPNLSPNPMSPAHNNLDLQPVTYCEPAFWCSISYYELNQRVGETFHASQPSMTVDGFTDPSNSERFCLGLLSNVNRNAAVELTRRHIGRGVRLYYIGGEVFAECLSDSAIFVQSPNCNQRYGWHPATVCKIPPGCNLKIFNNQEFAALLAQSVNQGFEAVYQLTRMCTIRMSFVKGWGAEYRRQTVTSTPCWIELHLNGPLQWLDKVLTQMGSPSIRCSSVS
Starred values were filed as active, the others as inactive; / = no result given; [ ] = another dose, or the depositor's remark. Only part of the results is shown (hit frequency here may not be typical).

SMILES	Candida biofilm	HUVEC prolif 384	ERb SRC1 inh	H69AR inhibit	ERa coact inh	ERa coact pot	Fibroblast inh	sEH act	Smad3 inh
CCC(C)NC(=O)c1ccc(CS(=O)(=O)c2ccc(OC)cc2)o1 (stereo not drawn)	6	94	-6	91	-2	75	91	16	-5
COc1ccc(C2c3c(oc4ccccc4c3=O)C(=O)N2CCCN2CCOCC2)cc1 (stereo not drawn)	1	102	3[fluorescence artefact?]	106	-10	111	112	24	-9
CN(CCC#N)C(=O)c1ccc(CNS(=O)(=O)c2ccc(F)cc2)cc1	3	98	-24	84	-25	109	95	-4	0
CN1CCN(C(=O)C2CC(=O)N(c3ccc(F)c(Cl)c3)C2)CC1 (stereo not drawn)	2	98	-5	92	-2	122	99	14	3
CCCCCCCCOC(=O)C1=C(C)Nc2nnnn2C1c1cccs1 (stereo not drawn)	-7	2.5*	-10[fluorescence artefact?]	62	4	79[fluorescence artefact?]	100	27	-31
COc1ccccc1C(=O)Nc1ccc2c(c1)nc1n2CCSC1	0	77	20[fluorescence artefact?]	77	33[fluorescence artefact?]	177	99	/	7
O=C1c2ccccc2S(=O)(=O)N1Cc1cccc(S(=O)(=O)N2CCOCC2)c1	10	89	-8	90	-12	134	86	-2	10
CCSc1nnc(NC(=O)C(Cc2ccccc2)n2cccc2)s1 (stereo not drawn)	5	95	-8[fluorescence artefact?]	93	-7[fluorescence artefact?]	249*[fluorescence artefact?]	97	-5	-28[fluorescence artefact?]
N#Cc1c2n(c(=S)n(-c3ccccn3)c1=O)CCCCC2	8	90	52*[fluorescence artefact?]	82	14	79[fluorescence artefact?]	98	-9	3
Cc1cn(C(=O)CN2C(=O)c3ccccc3C2=O)c(C)n1	12	110	-7	93	-5	106	99	3	6
C(=N\n1cnnc1)/c1ccc(OCc2cccc3ccccc23)cc1	4	86	12	80	7	81	104	15	-9
N#Cc1nc(COc2ccccc2Cl)oc1NCc1cccnc1	3	85	8[fluorescence artefact?]	48	-3[fluorescence artefact?]	80[fluorescence artefact?]	93	-6	1
Cc1cc(-c2cccs2)c2c(n1)sc1c(=O)[nH]c(=O)[nH]c12	4	85	-3	93	-2	90	87	-3	9
CC1CCc2nn(CC(=O)NCCCN3CCCC3=O)cc2C1 (stereo not drawn)	2	97	-1	102	-3	128	100	14	-2
Cc1occc1-c1nnc(SCc2nnc(-c3ccc(Cl)cc3)o2)n1C	8	108	0	99	-7	134	106	-6	-7
CCn1c(SCC(=O)c2cccs2)nnc1-c1cccs1	7	107	9[fluorescence artefact?]	84	42[fluorescence artefact?]	59	95	-7	4
Cc1cc(C)n2cc(CSc3nnnn3-c3ccccc3)nc2n1	8	105	20[fluorescence artefact?]	75	25	92[fluorescence artefact?]	100	4	7
COc1ccc(CNC(=O)Nc2ccc(C)cc2)cc1	-4	100	10[fluorescence artefact?]	98	15	114	108	-61	-16
Cc1ccc2[nH]c3c(N4CCc5ccccc5C4)ncnc3c2c1	6	52	-9	61	-1	102	74	/	4
Cn1c(SCC(=O)Nc2cc(=O)n(C)c(=O)n2C)nnc1C12CC3CC(CC(C3)C1)C2	0	106	-8[fluorescence artefact?]	90	2	85[fluorescence artefact?]	102	/	3
COc1cc(OC)cc(C(C(=O)NCc2ccccc2)N(Cc2ccco2)C(=O)c2ccno2)c1 (stereo not drawn)	7	86	1	93	-2	130	87	13	10
COc1ccccc1CNC(=O)C1=C(C)C(=O)OC12CCC(C)CC2 (stereo not drawn)	7	102	5	82	0	102	110	-4	8
CCOCCCn1c(=N)c(C(=O)NCCN2CCOCC2)cc2c(=O)n3cccc(C)c3nc21	2	89	-10	74	1[fluorescence artefact?]	134[fluorescence artefact?]	93	-2	11
O=C(CN1C(=O)C2C3C=CC(C3)C2C1=O)NCc1ccco1 (stereo not drawn)	1	93	-5[fluorescence artefact?]	81	-8	99	101	17	3
COc1ccccc1C1C(C(=O)c2cc3ccccc3o2)=C(O)C(=O)N1CCN1CCOCC1 (stereo not drawn)	7	93	12[fluorescence artefact?]	100	9	107	105	-7	-1[fluorescence artefact?]

(continued)
SMILES	Candida biofilm	HUVEC prolif 384	ERb SRC1 inh	H69AR inhibit	ERa coact inh	ERa coact pot	Fibroblast inh	sEH act	Smad3 inh
CCc1nc(-c2ccccc2O)n(-c2ccccc2)n1	6	103	-6	94	-4	122	92	9	10
COc1ccc(-c2csc(=Nc3ccccc3)n2CCO)cc1	8	83	/	100	/	/	104	/	/
O=C(CS(=O)(=O)c1cn(Cc2ccc(Cl)cc2)c2ccccc12)N1CCCC1	-9	97	51*[fluorescence artefact?]	101	12	86	99	8	-8
O=C(Nc1ccc(Cl)c(C(F)(F)F)c1)NC1CC2CCCC(C1)N2C1CC1 (stereo not drawn)	5	12*	6	34*	5	85	92	-80	11
CCN(CC)C(=O)CSc1nnc(-c2cnccn2)n1-c1ccccc1	4	105	1	91	2	117	95	-11	-6
COCCNc1cc(C)c(C#N)c2nc3ccccc3n12	5	88	2	62	-9	112	88	-1	-5
CCOC(=O)c1cc(NC(=O)N(CC)CC)c(C)nc1C	8	86	4[fluorescence artefact?]	89	9[fluorescence artefact?]	106	94	-6	7
Cn1c(CCNC(=O)c2ccco2)nc2cc(NC(=O)NC3CCCCC3)ccc21	1	90	3	61	-25	118	93	-73	-7
COCCOC(=O)c1c(C)oc2ccc(NS(=O)(=O)c3ccccc3)cc12	3	97	0	97	0	106	101	-3	1
Cc1nn(Cc2ccc(F)cc2)c(C)c1NC(=O)c1cnn2c1NC(c1cccs1)CC2C(F)(F)F (stereo not drawn)	1	92	1	79	-1	90	94	0	-13
CC(=O)C(Sc1nc(-c2ccc(F)cc2)nc2c1c(=O)n(C)c(=O)n2C)C(C)=O	13	90	-5[fluorescence artefact?]	83	5	116	96	/	10[fluorescence artefact?]
CCOc1ccc(N(CC(=O)Nc2cccc(Cl)c2)S(=O)(=O)c2c(C)noc2C)cc1	4	80	0	30*	-4	109	73	-3	2
Cc1nc(N2CCc3ccccc32)[nH]c(=O)c1CCC(C)C	5	58	7	46	3	103	54	-8	-4
COc1ccc(N2CCN(Cc3cc(=O)oc4cc(C)c(Cl)cc34)CC2)cc1	9	91	-24	24*	-27	106	80	/	3
Cc1ccc(C)c(NC(=O)c2ccc3ccccc3n2)c1	-1	95	-15	51	-1	109	92	3	0
COc1ccc(OC)c(C2N(c3cc(C)on3)C(=O)C3CCCN32)c1 (stereo not drawn)	2	92	-1	79	-13	125	98	8	8
Cc1cc(C)n(C(=O)c2c([N+](=O)[O-])c(C)nn2C)n1	11	98	-7[fluorescence artefact?]	82	-1	105[fluorescence artefact?]	107	5	12[fluorescence artefact?]
Cn1c(SCC(=O)c2ccccc2)nnc1-c1ccco1	-2	102	11[fluorescence artefact?]	96	18	75	106	-8	-9
Cc1cc(NC(=O)C(C)C)ncc1NC(=O)c1cccc(F)c1	8	101	-5	98	-3	112[fluorescence artefact?]	102	4	-1
COc1ccc(C(=O)Oc2ccc(/C=N/O)cc2)cc1	-1	105	-13	91	-25	111[fluorescence artefact?]	103	/	9
Cc1ccc(C)c2[nH]c(=O)c(CCNC(=O)c3ccc(Br)o3)cc12	8	84	-24	82	-24	95	91	-4	6
COc1ccccc1-c1nn2c(C3COc4ccccc4O3)nnc2s1 (stereo not drawn)	5	71	15[fluorescence artefact?]	92	16[fluorescence artefact?]	123[fluorescence artefact?]	87	-6	3
Cc1nc2ncnn2c(C)c1CCC(=O)NCc1ccco1	9	101	1[fluorescence artefact?]	104	4	99	96	1	3[fluorescence artefact?]
O=c1c2c3c(sc2nc2sc(CN4CCOCC4)cn12)CCCC3	3	92	-4	89	1	106	103	-1	-1
CCOC(=O)NC(c1ccccc1)C1CCCCC1=O (stereo not drawn)	3	99	3	92	-1	116	103	7	0

Filtered by structure, the entries above containing an NH in an aromatic ring
SMILES	Candida biofilm	HUVEC prolif 384	ERb SRC1 inh	H69AR inhibit	ERa coact inh	ERa coact pot	Fibroblast inh	sEH act	Smad3 inh
Cc1cc(-c2cccs2)c2c(n1)sc1c(=O)[nH]c(=O)[nH]c12	4	85	-3	93	-2	90	87	-3	9
Cc1ccc2[nH]c3c(N4CCc5ccccc5C4)ncnc3c2c1	6	52	-9	61	-1	102	74	/	4
Cc1nc(N2CCc3ccccc32)[nH]c(=O)c1CCC(C)C	5	58	7	46	3	103	54	-8	-4
Cc1ccc(C)c2[nH]c(=O)c(CCNC(=O)c3ccc(Br)o3)cc12	8	84	-24	82	-24	95	91	-4	6

(further entries)
SMILES	Candida biofilm	HUVEC prolif 384	ERb SRC1 inh	H69AR inhibit	ERa coact inh	ERa coact pot	Fibroblast inh	sEH act	Smad3 inh
CCOC(=O)c1oc2c(CN3CCN(C)CC3)c(O)ccc2c(=O)c1-c1ccccc1OC	16	94	-9	88	-5	113	102	1	-1
CCc1nc(C)cn1S(=O)(=O)c1cc(C)c(OC)c(C)c1C	4	66	-2	89	-5	94	83	4	11
COc1ccc(C(=O)COC(=O)CN2C(=O)C3C4C=CC(C4)C3C2=O)cc1 (stereo not drawn)	5	88	3	99	-16	103	100	-2	4
CN(C)c1ccc(-c2nn3c(-c4ccncc4)nnc3s2)cc1	5	65	13[fluorescence artefact?]	32*	15	107[fluorescence artefact?]	91	/	0
CCc1ccc(Cn2nnc(C(=O)Nc3cccc(C)c3)c2N)cc1	8	93	11[fluorescence artefact?]	93	0	139	95	/	-3
Cc1ccc(-c2csc3nnc(SCC(=O)NCc4ccco4)n23)cc1	4	94	-14	65	-11	86	100	-2	-7
Cc1nc2ccccc2n1CC(=O)NCCN1CCCC1	0	100	-4[fluorescence artefact?]	87	-7[fluorescence artefact?]	114[fluorescence artefact?]	103	7	-7
Cc1ccccc1C(=O)Nc1ccc(Cl)cn1	8	85	3	99	-10	114	96	1	0
Cc1ccc(-c2nnn(CCC(=O)Nc3ccc4c(c3)OCO4)n2)cc1	7	77	7	93	5[fluorescence artefact?]	97	97	-12	2

Sorted by molar mass (lowest first): some entries from above.
SMILES	Candida biofilm	HUVEC prolif 384	ERb SRC1 inh	H69AR inhibit	ERa coact inh	ERa coact pot	Fibroblast inh	sEH act	Smad3 inh
Cc1nc2ccccc2n1CC(=O)NCCN1CCCC1	0	100	-4[fluorescence artefact?]	87	-7[fluorescence artefact?]	114[fluorescence artefact?]	103	7	-7
COc1ccc(C(=O)COC(=O)CN2C(=O)C3C4C=CC(C4)C3C2=O)cc1 (stereo not drawn)	5	88	3	99	-16	103	100	-2	4
CCOC(=O)c1oc2c(CN3CCN(C)CC3)c(O)ccc2c(=O)c1-c1ccccc1OC	16	94	-9	88	-5	113	102	1	-1
